NCOA1 inh: inhibitors of human steroid receptor coactivator 1 (SRC1). Q15788. HEK293 GAL4-SRC1 luciferase reporter, luminescence. inhibition, % at 3.6 µM. actives 0.12% (n = 360,000);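 active means inhibition above the campaign mean plus 3 SD, with each screening campaign given its own cutoff, cut at about 60% in these data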;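 further: 0% = DMSO treated cells and 100% = gossypol at 36 µM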
Target sequence (Q15788 whole entry, looked up, the tested form may be a part): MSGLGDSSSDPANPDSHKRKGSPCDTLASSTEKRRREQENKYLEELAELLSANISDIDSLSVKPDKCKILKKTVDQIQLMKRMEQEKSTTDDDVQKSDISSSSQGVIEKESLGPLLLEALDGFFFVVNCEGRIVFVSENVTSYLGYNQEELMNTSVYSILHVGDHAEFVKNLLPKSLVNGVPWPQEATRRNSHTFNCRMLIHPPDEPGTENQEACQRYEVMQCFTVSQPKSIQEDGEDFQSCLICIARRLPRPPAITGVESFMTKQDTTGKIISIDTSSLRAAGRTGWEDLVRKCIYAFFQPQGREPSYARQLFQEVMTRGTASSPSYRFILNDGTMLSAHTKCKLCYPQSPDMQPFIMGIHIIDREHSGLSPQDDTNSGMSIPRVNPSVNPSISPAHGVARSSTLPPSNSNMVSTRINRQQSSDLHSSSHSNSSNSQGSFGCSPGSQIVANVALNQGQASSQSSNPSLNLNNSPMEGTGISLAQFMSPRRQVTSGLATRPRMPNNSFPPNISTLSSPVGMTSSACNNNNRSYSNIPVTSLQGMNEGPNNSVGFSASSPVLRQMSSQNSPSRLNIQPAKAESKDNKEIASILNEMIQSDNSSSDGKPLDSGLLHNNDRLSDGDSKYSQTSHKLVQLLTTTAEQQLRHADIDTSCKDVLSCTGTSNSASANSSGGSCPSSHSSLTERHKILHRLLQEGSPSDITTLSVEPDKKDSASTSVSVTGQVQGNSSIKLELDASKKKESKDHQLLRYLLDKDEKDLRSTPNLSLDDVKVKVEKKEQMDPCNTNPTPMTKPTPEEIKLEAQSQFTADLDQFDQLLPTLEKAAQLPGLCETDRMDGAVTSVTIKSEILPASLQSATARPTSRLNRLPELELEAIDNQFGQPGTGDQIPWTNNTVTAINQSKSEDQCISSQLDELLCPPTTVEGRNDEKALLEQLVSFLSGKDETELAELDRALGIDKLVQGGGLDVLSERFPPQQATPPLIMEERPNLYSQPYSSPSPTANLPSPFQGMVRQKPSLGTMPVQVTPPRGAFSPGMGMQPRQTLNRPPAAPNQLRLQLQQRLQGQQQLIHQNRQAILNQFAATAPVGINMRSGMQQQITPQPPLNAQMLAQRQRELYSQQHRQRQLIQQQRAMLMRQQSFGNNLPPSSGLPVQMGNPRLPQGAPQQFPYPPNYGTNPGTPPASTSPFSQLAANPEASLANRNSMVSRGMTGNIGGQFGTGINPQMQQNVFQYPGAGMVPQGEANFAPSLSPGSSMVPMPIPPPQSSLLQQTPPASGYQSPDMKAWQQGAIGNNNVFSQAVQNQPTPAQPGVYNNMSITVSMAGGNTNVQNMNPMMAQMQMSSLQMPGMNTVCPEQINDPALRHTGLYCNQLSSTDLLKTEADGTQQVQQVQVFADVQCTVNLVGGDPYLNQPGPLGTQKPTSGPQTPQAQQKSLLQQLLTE
NCOA2 inhibitor: inhibits human steroid receptor coactivator 2; inhibition, % at 9 µM; actives 0.17% (n = 370,000); Q15596; HEK293 GAL4-SRC2 luciferase reporter, luminescence;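 active means inhibition above the mean inhibition of all tested compounds plus 3 SD, set per campaign, cut at about 52% in these data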;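 further: 0% = DMSO treated cells and 100% = cells given Gossypol at 36 µM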
EBV LMP1 NFkB: inhibitors of Epstein-Barr LMP1-induced NF-kappaB reporter; LMP1-induced NF-kappaB luciferase reporter cells, luminescence; inhibition, % at 12.5 µM; actives 0.69% (n = 350,000); AID 504558; in the data active means inhibition above about 41%;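 further: 0% = neutral control wells and 100% = reference inhibitor control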
CF NFkB inh: cystic fibrosis NF-kB activation inhibition; inhibition, % at 5 µM; KKLEB NF-kB-GFP reporter, PAF-induced, GFP fluorescence overnight; actives 0.86% (n = 360,000);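 active means at least 50% inhibition at 5 µM, scaled per plate between neutral and stimulator controls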;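 further: PAF is a Pseudomonas aeruginosa culture filtrate used as stimulus; plate controls were PAF-stimulated DMSO wells for no effect and unstimulated DMSO wells for full effect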
LRH-1 inv ag: NR5A2 inverse agonism in reporter assay. actives 0.13% (n = 360,000). O00482. HEK293T StAR-luciferase reporter, LRH-1 transfected, 24 h. inhibition, % at 3.6 µM;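 active means inhibition above the mean inhibition of all tested compounds plus 3 SD, cut at about 73% in these data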;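 further: 0% = DMSO wells and 100% = reporter-only cells lacking LRH-1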
TWEAK-Fn14 inh: blocks TWEAK-Fn14 interaction in a reporter cell assay. TWEAK-stimulated Fn14 reporter cells, luciferase luminescence, 8 h. inhibition, % at 10 µM. actives 2% (n = 360,000); in the data active means inhibition above about 50%
NR2F2 inh: blocks human COUP-TFII nuclear receptor; P24468; HEK293T NGFI-A luciferase reporter, luminescence; inhibition, % at 8.6 µM; actives 0.7% (n = 370,000); AID 686940;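 active means inhibition above a per-plate cutoff, mean inhibition of test wells between control levels plus 3 SD, cut at about 38% in these data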;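 further: cells cotransfected with COUP-TFII expression vector driving the NGFI-A reporter; 0% = median of COUP-TF2 test wells and 100% = reporter-only cells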
KKLEB cytotox: CF airway cell cytotoxicity counter-screen; KKLEB CF airway cells viability, ATPlite luminescence, overnight; active compounds read low; cells stimulated with P. aeruginosa culture filtrate; activity change (cytotoxicity), % at 5 µM; actives 0.36% (n = 360,000);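 active means corrected activity change at or below -50% at 5 µM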
SRC3 inh: human NCOA3 inhibition. HEK293 GAL4-SRC3 luciferase reporter, luminescence. actives 0.17% (n = 360,000). AID 588352. Q9Y6Q9. inhibition, % at 3.6 µM;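 active means inhibition above a per-campaign cutoff, the mean of all compounds plus 3 SD, cut at about 60% in these data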;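 further: 0% = DMSO-treated cells and 100% = gossypol-treated cells at 36 µM; higher means less SRC3-driven luciferase light from the GAL4 reporter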
TROY signal inh: inhibitors of TROY-dependent NF-kB signaling | inhibition, % at 10 µM | Q293 LMP1-TROYcd NF-kB luciferase reporter, 4 h | actives 0.98% (n = 360,000) | AID 1347056;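 active means compounds whose plate-normalised and pattern-corrected inhibition of the luciferase reporter signal at the single screening dose is 50% or more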
TRAIL sens C8: sensitizes caspase-8 expressing cells to TRAIL | NB7+C8 cells + TRAIL, ATPlite viability luminescence | inhibition (viability loss, TRAIL sensitization), % at 10 µM | actives 1% (n = 360,000) | AID 624354;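 active means compounds causing at least 50% loss of cell viability in the single-dose screen, relative to plate controls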
An asterisk follows results filed as active; / = not tested or not shown.

SMILES	NCOA1 inh	NCOA2 inhibitor	EBV LMP1 NFkB	CF NFkB inh	LRH-1 inv ag	TWEAK-Fn14 inh	NR2F2 inh	KKLEB cytotox	SRC3 inh	TROY signal inh	TRAIL sens C8
CC(C)C[C@@H](CN)NC(=O)c1nc[nH]c1C(=O)N[C@@H](C)C(=O)CNC[C@H](C)NC(=O)c1nc[nH]c1C(=O)N[C@@H](CC(C)C)C(=O)O	-3	7	0	3	-13	9	8	9	-19	19	-5
CCOc1ccc2c(c1)c(N=NC(=N)N)c(O)n2C	-7	-31	-8	-4	16	1	-11	5	-17	-7	17
CCOc1ccc(N(C(=O)CNC(=O)c2ccco2)C(C(=O)NC2CCCC2)c2ccncc2)cc1 (centres undefined)	-5	16	-1	-2	4	10	-17	8	10	-9	0
COc1ccc(/C=C/C(=O)NC(=S)NNC(=O)c2cccs2)cc1OC	-12	-4	14	18	-2	-4	-2	-6	7	0	14
CCOC(=O)c1ccccc1N/C=C/C(=O)c1ccccc1	-2	-22	-8	-4	18	13	0	1	-2	-2	13
C=CCn1c(N2CCCCCC2)nc2c1c(=O)[nH]c(=O)n2C	-26	8	-8	11	-8	-5	3	4	1	14	-4
CN1CCN(NC(=O)c2cn(-c3ccccc3)nc2-c2cccc(Br)c2)CC1	-8	9	-11	-5	-5	10	1	-2	2	12	-2
COc1ccccc1N1CCN(C(=O)C2CCCN(c3ncnc4c3nc3n4CCCCC3)C2)CC1 (centres undefined)	10	6	0	5	2	-1	4	2	8	7	14
Cc1oc(-c2ccc(Cl)cc2)cc1C(=O)/C(C#N)=C/Nc1ccccc1	0	-12	-3	1	10	46	13	-5	14	-8	-11
CCCCC(c1nnnn1C1CCCC1)N1CCN(C2CCCCC2)CC1 (centres undefined)	-11	2	6	10	7	-1	-5	1	12	-29	26
O=C(CCNS(=O)(=O)c1cccc2nonc12)NCc1cccs1	0	-14	-8	-5	-16	-1	2	0	-1	-4	8
Cc1ccc(S(=O)(=O)N2CCN(C(=O)COC(=O)CCCOc3ccccc3)CC2)c(C)c1	4	8	0	-13	-29	10	6	11	0	8	-8
Cc1cccn2c(=O)c3cc(C#N)c(=NC(=O)c4cccs4)n(CC(C)C)c3nc12	11	-33	-6	-29	15	-13	2	-16	14	-3	3
Cc1cc(=O)c(C(=O)O)cn1Nc1ccc(F)cc1	-2	-2	-6	-13	0	-5	-1	6	-19	10	2
NC(N)=N/N=C/c1ccc(Cl)c(Cl)c1	5	-9	/	5	0	4	2	4	-2	2	2
CCOc1ccc(-n2c(C)c3c(C)nnc(C)c3c2C)cc1	-2	-14	22	-14	9	-14	-4	4	-5	11	0
CN1C(=O)C(=O)/C(=C(/O)c2ccc(Br)cc2)C1c1ccc(F)cc1 (centres undefined)	4	0	4	-9	-11	-9	3	-7	-7	13	9
COc1cccc(NC(=O)[C@@H](NC(=O)N2CCn3c2nc2ccccc23)C(C)C)c1	-2	-5	-4	-12	-10	-12	24	3	-4	-14	-6
O=C(Nc1cccnc1)c1sc(Nc2ccccc2F)nc1-c1ccccc1	-58	3	5	15	-17	-6	-10	-17	-4	-12	-3
CC(C)c1ccc(N(CC(=O)NCCc2ccccc2)C(=O)c2csnn2)cc1	-15	2	-11	1	-9	-1	22	-10	5	2	26
COc1cccc(NC(=O)CN(C)C(=O)c2cc(S(=O)(=O)NCc3ccccc3)ccc2C)c1	-17	-10	11	3	-12	-4	-2	-10	-3	7	13
CC(=O)Nc1ccc(NC(=O)COc2ncnc3ccccc23)cc1	4	-24	-7	-18	-5	2	-3	23	3	2	0
Cn1c2c(c(=O)n(C)c1=O)[C@@H]1c3c(ccc4ccccc34)OC[C@@H]1CO2	-18	2	-3	4	-1	-7	-2	-1	5	0	-12
COc1ccccc1NCC(=O)N/N=C/c1cccnc1	-1	-7	7	1	-2	8	2	-6	-14	13	-18
NC(=O)CSc1nc2cc3c(cc2c(=O)n1CCCC(=O)NCc1ccc2c(c1)OCO2)OCO3	18	-2	45*	23	-5	12	-4	-11	11	18	9
CC1Oc2ccccc2N(CC(=O)N2CCCc3ccccc32)C1=O (centres undefined)	4	-17	-3	-2	16	7	12	9	8	3	-8
COc1ccc(NC(=O)COC(=O)/C=C/c2ccc(OC)c(S(=O)(=O)N3CCOCC3)c2)cc1	-1	-10	54*	-8	-3	-2	12	6	9	-17	-4
CC(C)(C)NC(=O)c1cc(F)c(F)cc1Cl	-15	-20	-3	-2	14	-8	-11	4	16	-1	4
C/C(=N\Nc1cccc(C(F)(F)F)c1)c1ccc(O)cc1	-5	11	-7	6	3	-13	0	-11	-24	-4	5
O=C(CNC(=O)c1cccs1)OCC(=O)c1ccc([N+](=O)[O-])cc1	-11	10	-7	-15	-4	5	-5	10	1	-16	0

Marked active in EBV LMP1 NFkB (from the list above):
| canonical_smiles | NCOA1 inh | NCOA2 inhibitor | EBV LMP1 NFkB | CF NFkB inh | LRH-1 inv ag | TWEAK-Fn14 inh | NR2F2 inh | SRC3 inh |
| --- | --- | --- | --- | --- | --- | --- | --- | --- |
| NC(=O)CSc1nc2cc3c(cc2c(=O)n1CCCC(=O)NCc1ccc2c(c1)OCO2)OCO3 | 18 | -2 | 45* | 23 | -5 | 12 | -4 | 11 |
| COc1ccc(NC(=O)COC(=O)/C=C/c2ccc(OC)c(S(=O)(=O)N3CCOCC3)c2)cc1 | -1 | -10 | 54* | -8 | -3 | -2 | 12 | 9 |

The list continues:
SMILES	NCOA1 inh	NCOA2 inhibitor	EBV LMP1 NFkB	CF NFkB inh	LRH-1 inv ag	TWEAK-Fn14 inh	NR2F2 inh	KKLEB cytotox	SRC3 inh	TROY signal inh	TRAIL sens C8
C/C=C/C(=O)OCC(=O)Nc1cc(-c2cc(C)c(C)cc2C)nn1-c1ccccc1	-13	3	4	6	-3	-9	-8	-15	-2	-10	-1
Cc1ccc(C(=O)N/N=C/c2ccc(OC(=O)c3ccccc3Cl)cc2)cn1	-4	-15	-2	-7	-23	4	-13	0	-40	-19	12
CCN(CC)CCn1c2ccccc2c2cnc(N=CN(C)C)c(C#N)c21	5	-38	-33	-3	-16	-19	-9	-2	9	36	3
Cc1ccc(S(=O)(=O)N2CCOCC2)cc1NC(=O)CNCc1ccccc1Cl	-25	18	1	-26	-4	1	9	0	9	4	15
Cc1nn(-c2ncc(C(F)(F)F)cc2Cl)c(=O)n1-c1c(F)cccc1F	0	7	-2	13	8	-9	4	-4	-7	-14	-2
COc1cc(C(=O)Nc2ccc(NC(=O)c3ccccc3)nc2)cc(OC)c1OC	-5	-27	3	9	-11	19	-9	0	-20	-16	-4
COc1ccc(-c2csc(NC(=O)c3ccc(S(=O)(=O)N4CCc5ccccc5C4)cc3)n2)c(OC)c1	17	8	25	-17	24	9	34	14	10	13	21
CN(CC(=O)Nc1ccc(Cl)c(C(F)(F)F)c1)C(=O)C1CSC2(C)CCC(=O)N12 (centres undefined)	1	7	-5	5	-1	8	-7	-5	-29	15	-6
O=C(O)CNC(=O)C1(NC(=O)OCc2ccccc2)CCCC1	2	7	2	-6	-17	-11	-12	0	-29	12	1
O=C(NCCN1CCOCC1)c1cc(-c2cccc(O)c2)on1	-7	-33	-1	-9	-7	-5	-3	3	-1	-12	42
COCCCn1c(SCC(=O)N2CCCCC2C)nnc1-c1ccco1 (centres undefined)	-28	-2	-7	15	8	9	1	-9	-12	19	-12
CCOC(=O)N1CCN(C(=S)Nc2cc(S(=O)(=O)N3CCOCC3)ccc2Cl)CC1	2	-6	5	1	9	11	9	8	15	1	2
O=c1c2c(nc3n1CCCCC3)-c1ccccc1CC21CCCCC1	15	1	-6	-24	16	5	-13	-1	-9	4	-8
CCc1cc2c(=O)n(-c3ccccc3)c(SCC(=O)O)nc2s1	-7	5	11	-16	-8	17	-35	13	1	5	3
O=C(COc1ccc(Cl)cc1)NNC(=O)C(=O)N1CCCCC1	10	2	-2	8	5	10	3	-8	21	-7	-10
CCOc1ccc(C2C(C(=O)c3cccs3)=C(O)C(=O)N2Cc2cccnc2)cc1 (centres undefined)	-48	-27	-34	15	-47	-12	1	2	-41	-84	-2
CN(C)CCCNc1nc2cc(-c3ccc4c(ccn4C)c3)sc2c(=O)n1C	-49	-63	/	-13	-101	-49	-19	4	-74	-77	-13
COc1ccc(-c2cn(CCC(=O)O)c(C)n2)cc1	-3	-20	-1	-21	14	12	-4	-8	-7	6	12
OC(c1cc(F)cc(Cl)c1)c1ncc(-c2cccc(C(F)(F)F)c2)[nH]1 (centres undefined)	11	-17	/	10	14	23	-4	-11	18	17	0
CC(=O)Nc1c(O)nc(SCC(=O)Nc2ccc(C(C)=O)cc2)[nH]c1=O	-26	-25	-34	-7	15	-8	-30	-5	-39	-28	4
Cc1cc(N2CCN(c3ccc([N+](=O)[O-])c4cccnc34)CC2)c2ccccc2n1	7	/	3	-41	2	-9	/	-12	19	16	28
Cc1ccc(OCC(=O)Nc2cc(C)on2)c([N+](=O)[O-])n1	-72	-4	-4	7	-40	-17	-17	10	-18	-26	-3
CCN(CC)S(=O)(=O)c1ccc(N2CCOCC2)c(NC(=O)c2cccc(C#N)c2)c1	11	-15	3	25	-18	-13	18	-2	15	-19	-17
Cc1cc(C)c(C)c(OCCN2CC(C)OC(C)C2)c1 (centres undefined)	-5	19	3	18	10	-10	-7	-9	16	4	-2
CC(=O)NNC(=O)CCn1nnc(-c2ccc(Cl)cc2)n1	-19	-1	-5	-14	2	-3	0	8	21	-1	-4
O=C(N/N=C/c1cccc(O)c1)c1cc(-c2ccccc2)nc2ccccc12	3	2	0	-17	-9	-31	4	-4	-11	-1	20
Cc1cnc(NC(=O)C2CCCC2)s1	-14	-4	-4	16	-18	-1	-3	-2	-2	-35	-7
CC(C)Oc1ccc(C(=O)Nc2cccc3cccnc23)cc1	-38	-13	-8	4	-4	-10	4	-14	5	-35	2
COc1ccc([C@@H]2OC2(C(N)=O)C(N)=O)cc1	2	6	1	4	13	10	0	7	1	3	15
NC(=O)c1ccccc1NS(=O)(=O)c1ccccc1	-19	-12	2	-6	-1	-6	-3	-2	2	16	-2
Cc1ccc(S(=O)(=O)NCC2CCC(C(=O)NCCCN3CCOCC3)CC2)cc1 (centres undefined)	-15	-6	1	-10	4	2	-2	8	-1	1	-8
COc1cc2c(cc1OC)CN(C(=S)Nc1ccc(Cl)cc1)CC2	0	20	-5	15	6	8	5	-2	9	8	-10
COc1cc(CN(CCN(C)C)Cc2ccccc2)ccc1OCc1ccccc1	-11	4	-2	19	6	-28	-16	-6	-16	-7	5
C[C@H]1CN([C@@H](C)CO)C(=O)c2cccc(NS(=O)(=O)c3cn(C)cn3)c2O[C@H]1CN(C)S(C)(=O)=O	-9	16	-9	-27	-4	0	-19	-10	0	-5	4
CC(C)NC(=O)C(=O)NNC(=O)CCc1ccccc1	-7	1	-9	7	-26	-8	-22	-4	13	4	-6
CCC(O)CNC(=O)NC(=C(Cl)Cl)c1ccc(C)c(F)c1 (centres undefined)	6	16	-8	6	36	34	-2	8	29	16	7
O=C1CC(C(=O)Nc2cc(Cl)ccc2Cl)n2ncnc2N1 (centres undefined)	-5	7	-9	-9	0	-2	11	4	11	9	-5
CC1(c2ccc3c(c2)OCO3)NC(=O)N(CC(=O)Nc2ccc(N3CCOCC3)cc2)C1=O (centres undefined)	11	-7	-1	10	31	-5	-10	-8	13	-26	-7
